Bioassay records (PubChem)
NOD2-RIPK2 inh = blocks binding of human NOD2 to RIPK2; O43353; CHO BLA complementation NOD2-RIPK2, CCF4 ratio; inhibition, % at 4.98 µM; 360,000 compounds, 0.38% hits; in the data active means inhibition above about 21%;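 further: 0% = vehicle only and 100% = reference blocker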
Target sequence (O43353 whole entry, looked up): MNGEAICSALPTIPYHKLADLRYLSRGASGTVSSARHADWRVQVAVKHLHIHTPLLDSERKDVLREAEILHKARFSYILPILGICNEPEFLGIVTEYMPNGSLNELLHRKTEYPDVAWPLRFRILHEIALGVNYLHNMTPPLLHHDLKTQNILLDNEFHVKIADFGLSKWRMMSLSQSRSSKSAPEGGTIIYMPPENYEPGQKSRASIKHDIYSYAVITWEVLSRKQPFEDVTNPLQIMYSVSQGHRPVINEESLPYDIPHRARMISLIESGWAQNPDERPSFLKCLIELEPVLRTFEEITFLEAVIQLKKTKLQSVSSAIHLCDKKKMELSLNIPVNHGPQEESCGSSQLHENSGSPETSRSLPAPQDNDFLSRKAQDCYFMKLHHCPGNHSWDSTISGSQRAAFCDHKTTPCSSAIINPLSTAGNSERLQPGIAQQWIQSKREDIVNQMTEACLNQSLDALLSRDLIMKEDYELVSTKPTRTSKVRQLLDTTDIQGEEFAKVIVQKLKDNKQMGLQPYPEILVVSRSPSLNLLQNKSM
Granule exo inh = lytic granule exocytosis inhibition; TALL-104 LAMP-1 surface exposure, flow cytometry; cells stimulated with thapsigargin and PMA; inhibition, % at 10 µM; 360,000 compounds, 0.66% hits;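 active means inhibition above about 55%, limit read from the data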
MC4R antag cAMP = antagonists of human melanocortin 4 receptor (MC4R) | P32245 | MC4R-expressing cells, MTII-stimulated cAMP, LANCE TR-FRET | inhibition, % at 6.5 µM | 360,000 compounds, 0.48% hits | AID 540295;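 active means inhibition above its plate's cutoff, the mean of tested wells on that plate plus 3 SD, cut at about 29% in these data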;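 further: 0% = Melanotan II alone and 100% = Melanotan II plus saturating MCL0020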
Target sequence (P32245 whole entry, looked up): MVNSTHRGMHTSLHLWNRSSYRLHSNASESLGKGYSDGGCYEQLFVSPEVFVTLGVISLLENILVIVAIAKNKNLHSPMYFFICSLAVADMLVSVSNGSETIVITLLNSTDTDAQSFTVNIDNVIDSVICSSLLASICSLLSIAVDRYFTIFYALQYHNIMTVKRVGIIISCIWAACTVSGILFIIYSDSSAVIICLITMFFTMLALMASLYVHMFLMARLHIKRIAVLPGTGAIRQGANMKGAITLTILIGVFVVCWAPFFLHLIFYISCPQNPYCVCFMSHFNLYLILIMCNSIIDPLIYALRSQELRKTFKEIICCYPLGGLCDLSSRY
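Assay system: U2OS-MC4R stable cell line; Also added: Melanotan II; Technique: Eu-cAMP/anti-cAMP TR-FRET, emission 671 nm; Times: 30-min compound, 1-h challenge, 1-h detection, room temperature.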
ABHD5-PLIN5 inh = inhibitors of human ABHD5-perilipin-5 interaction. Split G. princeps luciferase complementation, luminescence, 4 h. inhibition, % at 4 µM. 360,000 compounds, 0.78% hits. AID 602281;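 active means inhibition above the mean inhibition across every tested compound plus 3 SD, cut at about 22% in these data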;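 further: 0% = DMSO only wells and the 100% control is not disclosed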
MC4R barr agon = activates human MC4R beta-arrestin recruitment. P32245. U2OS MC4R beta-arrestin complementation, luminescence; percent of melanotan II response, DMSO zero. activation, % at 8.9 µM. 360,000 compounds, 0.98% hits;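 active means activation above a per-plate cutoff, the mean activation of sample wells on that plate plus 3 SD, cut at about 8% in these data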
aDG glyco up = alpha-DG glycosylation activation; 360,000 compounds, 0.22% hits; activation, % at 10 µM; Pro5-aDG cells, alpha-DG glycosylation AlphaScreen (IIH6); 0% Pro5, 100% B10-LARGE cell signal;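 active means activation of at least 8% versus controls, or a plate z-score of at least 8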;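 further: Pro5 are CHO cells carrying HIG-tagged alpha-DG that lacks glycosylation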
TLR9-MyD88 inh = TLR9-MyD88 interaction inhibition. inhibition, % at 4.98 µM. 340,000 compounds, 0.21% hits. CHO BLA complementation TLR9-MyD88, CCF4 FRET ratio. Q9NR96+Q99836;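 active means inhibition above the mean over all tested compounds plus 3 SD, cut at about 21% in these data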;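 further: 0% = DMSO only wells and 100% = clavulanate BLA inhibitor control wells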
Glyco luc inh = N-linked glycosylation inhibition; 360,000 compounds, 0.23% hits; D54 ERlucT glycosylation luciferase reporter, 24 h; percent of 100 nM tunicamycin response; reporter increase, % at 12.5 µM; AID 588692;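 active means mean luciferase reporter signal, scaled so untreated is 0 and the glycosylation-blocking control 100, at or above a set limit in every replicate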;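 further: luciferase carries N-glycosylation sites so blocking glycosylation raises the light; 0% = median of neutral control wells and 100% = median of 100 nM tunicamycin wells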
ABCB6 inh 2 = blocks the human ABCB6 transporter | 360,000 compounds, 0.19% hits | K562-ABCB6 porphyrin accumulation, flow cytometry, 1 h; hits give low values | Q9NP58 | fluorescence ratio to DMSO, % at 10 µM;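 active means fluorescence ratio to DMSO below 75%, the collection mean minus 3 SD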;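 further: signal is porphyrin accumulated inside mitochondria; 100% equals median channel fluorescence of DMSO control wells; lower ratio means ABCB6 inhibition with less porphyrin fluorescence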
Vif inh = blocks HIV Vif function | inhibition, % at 7.49 µM | 340,000 compounds, 0.35% hits | HEK293T cells, Vif self-association by quenched fluorescence, imaging, 24 h | AID 602346; in the data active means inhibition above about 50%, passing the limit was not always enough; further: some results filed as inactive read as strong as hits
Starred values were filed as active, the others as inactive; . = no result given. This is a subset; the hit share may differ from the screen's.

SMILES	NOD2-RIPK2 inh	Granule exo inh	MC4R antag cAMP	ABHD5-PLIN5 inh	MC4R barr agon	aDG glyco up	TLR9-MyD88 inh	Glyco luc inh	ABCB6 inh 2	Vif inh
C=CCn1c(O)c(N=O)c2cc(C)ccc21	14	-1	-5	-9	-2.4	-0.2	-8	0	91	0
Cc1cc2cc(CN(Cc3ccco3)S(=O)(=O)c3c(C)ccc4nsnc34)c(=O)[nH]c2cc1C	7	-3	-2	17	-0.4	0.2	-6	-7	97	-4
Cc1cc(C)c2nc(NNC(=O)c3ccc(S(=O)(=O)N4CCCCC4)cc3)sc2c1	-1	-1	-4	1	-0.4	-0.1	-5	-1	100	-8
CN(CC(=O)Nc1ccc(S(=O)(=O)N2CCCC2)cc1)CC(=O)Nc1ccc(F)c(F)c1F	-4	0	-1	10	-1.4	0.0	7	-1	91	-8
Cc1ccc(-n2ncc3c(NCc4ccco4)ncnc32)cc1C	-11	2	12	-3	-0.6	0.0	3	1	98	-5
COc1ccc(CCC(=O)NNC(=O)c2cc(Cl)ccc2OC)cc1OC	1	-17	-2	-5	-0.3	0.0	-15	1	97	-1
O=C(NC1CC2CCCC(C1)N2C(=O)Nc1ccccc1)c1ccncc1 (stereo unspecified)	2	4	8	-2	0.0	-0.1	-2	0	96	11
CCn1c(/C=C/c2ccccc2F)nc2ccccc2c1=O	-9	-5	-1	1	1.8	0.0	-11	6	95	9
COc1ccc(CN(C)C(=O)C2CSC3(C)CCC(=O)N23)c(OC)c1 (stereo unspecified)	6	14	-2	-2	-1.6	0.2	-1	2	90	-3
CCCC(C(=O)NC1CCCC1)N(Cc1ccccc1)C(=O)c1snc(C(N)=O)c1N (stereo unspecified)	2	7	0	-6	-1.1	0.0	-6	2	67*	-7
O=C(Nc1nc2ccccc2c(=O)s1)c1ccco1	9	0	25	3	-0.6	0.0	-1	23	103	-2
CCOC(=O)C1(Cc2ccccc2C(F)(F)F)CCN(C(=O)c2cc(C)n(C)n2)CC1	2	3	6	6	-0.6	0.2	8	0	99	0
Cc1nnsc1C(=O)Nc1cc(Cl)ccc1Cl	-5	-10	7	4	-0.7	-0.2	-2	0	100	-2
O=C(NN=C1CCCC1)c1ccc(O)cc1	-3	-5	13	3	-0.3	-0.1	-10	-1	101	-20
Brc1ccc(C2Nc3cccc4cccc(c34)N2)o1	-14	1	-3	9	-0.9	0.1	0	-2	97	.
Cc1cc(C)c(CN2CCC(n3nccc3NC(=O)CCOc3ccccc3)CC2)cc1C	8	7	12	-6	-0.7	0.0	-9	0	102	-2
O=C(COC(=O)c1ccccc1Nc1ccccc1)Nc1ccccc1	-5	-2	4	1	15*	0.2	2	0	98	-1
COC(=O)N1CCCCC1c1cc(C(=O)NCc2ccc(Cl)c(Cl)c2)no1 (stereo unspecified)	3	-2	-11	-1	-0.1	-0.1	.	-1	94	-8
C/C(CC(=O)Nc1ccc(C)c(Cl)c1)=N\NC(=O)Cc1cccs1	-2	0	8	3	-1.6	0.2	-15	-1	93	-5
CC(=O)NCCNC(=O)c1ccc(Cn2c(=O)[nH]c3ccsc3c2=O)cc1	1	-3	21	-5	0.5	0.1	-6	2	94	7
Cc1cccc(C(=O)NNC(=S)NC(=O)c2cccs2)c1	1	4	20	7	0.7	0.4	-2	6	106	-3
Cc1ccc(NC(=O)O/N=C/c2ccc(Br)cc2)cc1	-2	2	26	-5	3.6	0.0	3	0	105	-4
O=C(N/N=C/C(c1ccccc1)c1ccccc1)c1ccccc1F	4	-1	1	-2	-2.3	-0.3	14	2	102	-11
Cc1ccccc1S(=O)(=O)NC(=O)C1(C)CCN1C(=O)c1c(C)noc1C (stereo unspecified)	5	7	-2	4	0.8	-0.1	.	3	99	-5
COc1ccc(S(=O)(=O)N(C)C[C@H]2Oc3ccc(NC(=O)Cn4cnnn4)cc3C(=O)N([C@H](C)CO)C[C@@H]2C)cc1	-10	-2	18	8	-1.0	0.3	2	2	107	0

Four entries out of the list above, arranged by the number in Granule exo inh, falling:
SMILES,NOD2-RIPK2 inh,Granule exo inh,MC4R antag cAMP,ABHD5-PLIN5 inh,MC4R barr agon,aDG glyco up,TLR9-MyD88 inh,Glyco luc inh,ABCB6 inh 2,Vif inh
COc1ccc(CN(C)C(=O)C2CSC3(C)CCC(=O)N23)c(OC)c1 (stereo unspecified),6,14,-2,-2,-1.6,0.2,-1,2,90,-3
CN(CC(=O)Nc1ccc(S(=O)(=O)N2CCCC2)cc1)CC(=O)Nc1ccc(F)c(F)c1F,-4,0,-1,10,-1.4,0.0,7,-1,91,-8
O=C(COC(=O)c1ccccc1Nc1ccccc1)Nc1ccccc1,-5,-2,4,1,15*,0.2,2,0,98,-1
Cc1cc2cc(CN(Cc3ccco3)S(=O)(=O)c3c(C)ccc4nsnc34)c(=O)[nH]c2cc1C,7,-3,-2,17,-0.4,0.2,-6,-7,97,-4

(listing goes on)
SMILES	NOD2-RIPK2 inh	Granule exo inh	MC4R antag cAMP	ABHD5-PLIN5 inh	MC4R barr agon	aDG glyco up	TLR9-MyD88 inh	Glyco luc inh	ABCB6 inh 2	Vif inh
NC(=O)CC(NC(=O)c1cccc(Br)c1)c1ccc(N2CCN(c3ccc(F)cc3)CC2)c([N+](=O)[O-])c1 (stereo unspecified)	9	-6	3	2	-0.8	0.1	2	1	95	2
O=C(Oc1ccc[nH]c1=O)c1cc([N+](=O)[O-])cc([N+](=O)[O-])c1	-6	0	14	-22	1.4	-0.1	2	1	99	-8
Cc1cccc(NC(=S)N(C)C2CCCCC2)c1	4	-2	2	8	0.5	-0.1	-7	0	91	5
COc1ccc(-c2cc(C(=O)OCC(=O)N3CCOCC3)c3ccccc3n2)cc1	-9	-13	6	5	-2.1	0.0	0	3	98	0
Cn1c(/C=C/c2cccc(Br)c2)nc2ccccc2c1=O	-3	5	16	1	2.8	0.0	-17	-2	97	-3
COc1ccc(NC(=O)/C=C/c2ccc(Br)o2)cn1	-2	2	-2	6	-1.6	-0.3	-9	0	101	-1
COc1ccc(NC(=O)c2ccc3c(c2)OCO3)cc1S(=O)(=O)N1CCOCC1	-13	-9	7	16	0.9	-0.2	-2	-1	98	-16
COc1ccc(C(=O)Nc2nnc(CCc3ccccc3)s2)c(OC)c1	6	2	-15	6	6.3	-0.1	1	-2	97	-4
CC1(C)CC(NCCN2CCN(C3=CC(=C(C#N)C#N)CC(C)(C)C3)CC2)=CC(=C(C#N)C#N)C1	-4	-2	14	4	-1.1	-0.3	-16	6	96	-13
Clc1ccccc1CN(Cc1ccco1)Cc1nnnn1C1CCCC1	-5	4	1	-1	0.8	0.0	1	-8	96	-14
CCN1C(=O)c2cccc3c(N)ccc1c23	0	16	-36	-11	-0.3	1.3	7	13	95	13
COc1ccc2sc(-c3ccccc3OC)c(-c3ccc(OC)nc3)c2c1	0	5	12	-8	-1.4	-0.5	3	-1	96	2
Cc1cc(N2CCN(c3ccccc3)CC2)n2ncnc2n1	6	0	12	-1	-2.0	-0.1	8	0	95	-1
COc1ccc(CCNC(=O)COC(=O)c2ccc(C)s2)cc1	0	-2	3	1	0.1	-0.3	4	1	96	-8
COc1ccc(-c2noc(CCC(=O)NCC3CCCO3)n2)cc1OC (stereo unspecified)	-10	-1	4	0	-1.0	-0.3	3	1	94	3
COc1ccc(OC)c(/C=N/n2c(C)nc3ccccc3c2=O)c1	3	-6	4	5	2.0	0.0	.	0	96	32
COc1cccc(NC(=O)Cn2nnc(C(=O)Nc3cc(Cl)ccc3OC)c2N)c1	2	2	-4	-2	-1.8	-0.3	12	-5	95	-4
Nn1c(Cc2cccc3ccccc23)nnc1SC1CCOC1=O (stereo unspecified)	3	-4	12	-4	-2.6	0.1	-2	2	100	-7
COc1ccc(CCC2(C)NC(=O)N(C(C)C(=O)N3c4ccccc4CC3C)C2=O)cc1 (stereo unspecified)	3	11	13	-3	0.1	0.7	-9	3	98	3
COc1c2c(nc3occc13)C(CC=C(C)C)(OC)C(OC(C)=O)CC2 (stereo unspecified)	2	2	4	1	1.8	-0.2	3	-2	92	-6
O=C(Nc1ncccc1O)c1cccc(S(=O)(=O)N2CCc3ccccc32)c1	-7	-4	2	-4	-1.5	-0.2	5	0	98	3
COc1ccc(-c2ccc3c(c2)[C@@H]2C[C@H](N(C)C(=O)Nc4ccccc4)[C@H]([C@H](C)O)C(=O)N2CC3)cc1	-6	0	3	-6	-2.5	0.2	-6	-1	98	-1
NCCCn1c(C(=O)c2cc(Cl)c(N)c(Cl)c2)c2ccccc2[n+]1[O-]	1	-8	-11	1	-0.9	-0.1	-9	-2	95	-5
Cc1cc(=O)c2c(=O)[nH][nH]c2[nH]1	-10	-1	9	-14	0.0	0.0	-3	1	95	11
CCOC(=O)c1cc(N2CCCCC2)nc2ccccc12	3	-3	-4	-4	-0.1	2.5	-3	-1	99	7

Next results
SMILES	NOD2-RIPK2 inh	Granule exo inh	MC4R antag cAMP	ABHD5-PLIN5 inh	MC4R barr agon	aDG glyco up	TLR9-MyD88 inh	Glyco luc inh	ABCB6 inh 2	Vif inh
O=C(CCC1COc2ccccc2O1)Nc1ccc(Cl)cn1 (stereo unspecified)	-8	-2	0	10	2.0	-0.3	1	-1	102	-4
CCN(CC)C(=O)c1sc(NC(=O)c2ccc3c(c2)OCO3)c(C#N)c1C	-10	0	2	10	0.8	0.4	3	1	107	4
CCNC(=S)Nc1nc2c(cc1C(=O)OCC)CCCC2	2	-1	-4	-5	-4.4	0.0	-7	-1	100	-2
O=C(O)c1ccccc1-c1nc2ccccc2c(=O)[nH]1	-4	-6	7	-1	-2.8	-0.3	-9	0	101	6
CS(=O)(=O)N(Cc1ccc(C(=O)Nc2ccccc2Sc2ccccc2)cc1)c1ccccc1	-3	85*	5	9	-1.5	0.1	-13	-5	101	-1
CCCCCCCCC(=O)N/N=C/c1cccc(Br)c1	-6	0	0	-1	1.4	0.0	-7	-2	100	1
Cc1cccc(C(=O)NN2C(=O)C3C(c4ccccc4)C=CC(c4ccccc4)C3C2=O)c1 (stereo unspecified)	16	-4	2	-4	-0.1	-0.1	-4	2	96	26
Cc1ccc(C)c(N(C(=O)c2nsc(Cl)c2Cl)C(C(=O)NC2CCCC2)c2ccc(O)cc2)c1 (stereo unspecified)	6	-8	3	-8	3.0	0.2	-5	-10	96	-18
COc1ccc(CN2CCN(Cc3cccc(F)c3)CC2)cc1OC	-6	0	3	3	-0.7	0.2	2	-1	96	5
COc1ccc(C(=O)NC2CCCCCC2)cc1S(=O)(=O)N1CCCc2ccccc21	-19	0	14	3	0.6	0.0	-8	-6	98	-16
O=C(c1ccc(F)cc1)N1CCCC(C(=O)N2CCc3ccccc3C2)C1 (stereo unspecified)	-18	-1	-2	2	-2.9	-0.1	-16	0	101	0
COCCCNC(=S)NNC(=O)c1csc2ccccc12	8	5	10	-2	1.6	0.1	2	2	106	-18
O=C(O)c1c(C(=O)O)c(-c2ccc(Br)cc2)n2c1CSC2	-13	-4	-5	5	1.0	-0.1	-2	5	89	6
CC(=O)NC12CC3CC(C1)CC(C(=O)Nc1cccc(S(=O)(=O)N4CCCCCC4)c1)(C3)C2	9	-5	5	-2	-1.5	0.1	7	-2	94	-4
COC(=O)c1cc(-c2ccc(S(=O)(=O)N3CCCC(C)C3)cc2)c(C(F)(F)F)s1 (stereo unspecified)	-3	-6	2	-3	-1.0	0.1	0	5	93	-9
Cn1nc(C(=O)OCC(=O)Nc2ccccc2[N+](=O)[O-])c2ccccc2c1=O	-4	-3	1	-6	0.9	0.6	-7	3	97	5
